# NCI-60 one-dose screen, 48 h, at 10 µM unless noted. Numbers give growth in % (100 = growth as untreated, 0 = no growth, -100 = all killed).
# HL-60(TB): HL-60(TB) leukemia cells | hit rate 9% among 78,000; active = growth percent below 10
# * = called active by the depositor; & = joins results of further samples. These rows are one share of the data, so the mix of outcomes need not match the whole.
SMILES,HL-60(TB)
Cc1c(C)c2c(c(C)c1NC(=O)CCCCCCC(=O)NO)CCC(C)(CCCC(C)CCCC(C)CCCC(C)C)O2 (stereo not drawn),67
C=C(C)[C@@H]1CC[C@]2(C(=O)O)CC[C@]3(C)[C@H](CC[C@@H]4[C@@]5(C)C[C@@H](CC#CC#CC[C@@H]6C[C@]7(C)[C@H]8CC[C@@H]9[C@H]%10[C@H](C(=C)C)CC[C@]%10(C(=O)O)CC[C@@]9(C)[C@]8(C)CC[C@H]7C(C)(C)[C@H]6OC(C)=O)[C@H](OC(C)=O)C(C)(C)[C@@H]5CC[C@]43C)[C@@H]12,101
COc1ccc2nc(N/N=C/c3cccc(C)n3)cc(C)c2c1,85
CCOc1ccc(N2C(=O)S/C(=C3/SC(=O)N(c4ccc(OCC)cc4)C3=O)C2=O)cc1,98
O=C(Nc1ccc(-c2nc3ccc(NC(=O)c4ccc(Cl)cc4)cc3[nH]2)cc1)c1ccc(Cl)cc1,-46*
Nn1c(-c2ccc(-n3nc(-c4ccccc4)c4ccccc43)cc2)n[nH]c1=S,87
CCC(C)c1ccccc1OCC(C)O (stereo not drawn),132
COCC(O)CNCCO (stereo not drawn),107
CS(=O)(=O)Oc1ccc2c3c(c(=O)oc2c1)CCCCC3,115
O=C(O)Cc1cc(I)c(Oc2ccc(O)c(I)c2)c(I)c1,62
CC(CO)(C(=O)O)C1CCCCC1 (stereo not drawn),95
Cc1cc(CSc2ccccc2C(=O)N2CCN(Cc3nc4ccccc4s3)CC2)no1,26
CCOC(=O)c1c(NCC(=O)Nc2ccc(Br)cc2)sc2c1CCCC2,29
O=C(CCc1ccccc1)Nc1ccccc1,84
CC(Cc1ccccc1)N(C)CC1C(=O)C2CCC1C2 (stereo not drawn),99
Clc1ccc(-c2cc(-c3cc(-c4ccc(Cl)cc4Cl)n[nH]3)[nH]n2)c(Cl)c1,99
CC(C)(CCN=C(N)Nc1ccccn1)c1ccc(C(F)(F)F)cc1,-53*
Nc1ccc(Cl)cc1C(=O)O,101
CCC(CO)(CO)CO,109
C=C1CC[C@@H]2[C@]3(C)COC(c4ccccn4)O[C@@H]3CC[C@@]2(C)[C@@H]1CC(O)C1=CCOC1=O (stereo partly drawn),90

# Shown field by field: four of the compounds above
CCC(C)c1ccccc1OCC(C)O (stereo not drawn)
  HL-60(TB): 132
COCC(O)CNCCO (stereo not drawn)
  HL-60(TB): 107
CS(=O)(=O)Oc1ccc2c3c(c(=O)oc2c1)CCCCC3
  HL-60(TB): 115
O=C(O)Cc1cc(I)c(Oc2ccc(O)c(I)c2)c(I)c1
  HL-60(TB): 62

# Sorted by molar mass (lowest first): some entries from above.
SMILES,HL-60(TB)
COCC(O)CNCCO (stereo not drawn),107
C=C1CC[C@@H]2[C@]3(C)COC(c4ccccn4)O[C@@H]3CC[C@@]2(C)[C@@H]1CC(O)C1=CCOC1=O (stereo partly drawn),90
Cc1c(C)c2c(c(C)c1NC(=O)CCCCCCC(=O)NO)CCC(C)(CCCC(C)CCCC(C)CCCC(C)C)O2 (stereo not drawn),67

# Continuation:
SMILES,HL-60(TB)
O=C(O)c1cc2ccccc2c2cc(Br)ccc12,92&98
COc1ccc2c(c1)/C(=C/c1ccc(OCC(=O)c3ccccc3)cc1)C(=O)N2,98
CC(=O)c1sc(/N=C2\NC(=O)/C(=C/c3cn(Cc4ccccc4)c4ccccc34)S2)nc1C,102
O=Cc1cn(-c2ccc(C(=O)O)cc2)nc1-c1ccc(O)cc1,100
Cc1ccc(C2=Nn3c(nn4c(SCC(=O)c5ccc(Cl)cc5)nnc34)SC2)cc1,81
Cn1c2ccccc2c2c3c(c4c5cccnc5[nH]c4c21)C(=O)N(O)C3=O,17
Cc1ccc(-c2c(C(=O)NS(=O)(=O)C3CC3)n(Cc3cccc(C(F)(F)F)c3)c3ccccc23)cc1Cl,106
C#CC(F)(F)[C@]1(O)CC[C@H]2[C@@H]3CCC4=CC(=O)CCC4=C3[C@@H](c3ccc(C(C)=O)cc3)C[C@@]21C,-63*
Nc1ncnc2c1ncn2C1O[C@H](COP(=O)(O)O)[C@@H](O)[C@H]1O (stereo partly drawn),111
CCOC(=O)c1c(C)nc2c(c1N)/C(=C/c1ccc(OC)c(O)c1)C(=O)N2c1ccc(OC)cc1,63
CCOC(=O)C1C(=O)N(C)C(=O)N1c1ccc(C)cc1 (stereo not drawn),87
CCOC(=O)c1cc(-c2ccc(Br)cc2)n(-c2ccc(OC)cc2)n1,105
O=C1NC(=O)C(c2ccco2)N1 (stereo not drawn),57
O=C(O)Cc1cnnn1-c1ccccc1,89
O=C1c2ccccc2C(=O)N1CCS(=O)(=O)O,106
CCOc1ccc(/C(C)=N\NC(N)=O)cc1,103
COc1ccc(-c2nc(SCC(C)C)nc(NCCc3c[nH]c4ccccc34)c2C#N)cc1,63
CC(C)(C)C(=O)/C=C/c1ccccc1,109
Cc1ccc(N=Nc2c(N)nn(-c3ccccc3)c2N)cc1,17
CN(C)c1ncnc2c1ncn2C,81
C=C1C(=O)O[C@H]2[C@H]1CC/C(COC(=O)CCC(=O)OC/C1=C/CC[C@@]3(C)O[C@H]3[C@H]3OC(=O)C(=C)[C@@H]3CC1)=C\CC[C@@]1(C)O[C@@H]21,-42*
COc1ccc(NC(=O)c2ccc(-c3ccccc3)cc2)c(C(N)=O)c1,62
c1ccc(-c2c(-c3ccccc3)[n+](Cc3ccc4ccccc4c3)c(-c3cccc4ccccc34)n2Cc2ccc3ccccc3c2)cc1,-47*
CC(CCc1ccccn1)C(=O)c1ccccc1 (stereo not drawn),100
CONC(=O)C1CN(c2cccc(Cl)c2)N(c2cccc(Cl)c2)C1=O (stereo not drawn),96
CC(C)(C)C(=O)OC(N)/C=C/c1ccccc1 (stereo not drawn),86
C/C=C/C(=O)OC1CCCC1,108
CCC[C@@H](C)/C=C(\C)[C@H]1O[C@@](O)(CC)[C@H](C)C(=O)[C@@H]1C,95
O=C(COc1cccc(/C=C2\CSc3ccc(Cl)cc3C2=O)c1)c1ccc(Cl)cc1,79
COc1cc([C@@H]2c3cc4c(cc3[C@H](OC3OC5COC(c6ccccc6)OC5C(O)C3O)[C@H]3COC(=O)[C@H]23)OCO4)cc(OC)c1OC (stereo partly drawn),-34*
COc1ccc(Nc2nc(N)nc(N)c2N)cc1,102
COc1ccc(NC(=O)CSc2nc(C)c(C(C)=O)n2-c2ccccc2)cc1,99
O=C(NNC1CCN(Cc2ccccc2)CC1)c1ccccc1,119
CC/C(=C/c1ccc2c(c1)OCO2)[N+](=O)[O-],95
COc1cc(/C=C/C(=N\O)c2cc3ccccc3oc2=O)cc(OC)c1OC,89
COc1ccc2cc(C3=CC(=O)CCC3)ccc2c1,90
CC1CCCc2c1nc1ncnc(N)c1c2-c1ccc(Cl)cc1 (stereo not drawn),88
CCCCCc1cn(CC(=O)Nc2nc3ccccc3s2)nn1,101
COc1ccc2[nH]c(O)c(/C=c3/ccc4c(c3)N=C(c3cccs3)N=4)c2c1,90
CN1C(C(=O)Nc2ccccn2)=C(O)c2ccccc2S1(=O)=O,106
O=C1Cc2cc(CCN3CCN(c4nsc5ccccc45)CC3)c(Cl)cc2N1,108
CCOC(=O)N1CCN(C(=O)OCC)CC1,81
CNCCN(C)c1ccc(Nc2cc(NC3CC3)n3ncc(C#N)c3n2)cc1NC(C)=O,-7.6*
O=C1/C(=C/c2ccc(O)cc2)Cc2ccc(Cl)cc21,60
O=C1c2ccccc2C(=O)c2c(N=Nc3[nH]c(=O)[nH]c3O)cccc21,113
O=C1CCNC1,103
Cc1cc(=O)n2[nH]c(NC(=O)c3ccccc3)c(C#N)c2n1,99
c1ccc(C(=NN=C(c2ccccc2)c2ccccc2)c2ccccc2)cc1,83
COc1cc(C)ccc1Oc1nc(Nc2ccc(N3CCOCC3)cc2)ncc1NC(=O)Nc1cc(Cl)cc(Cl)c1,90
CC12CCC(O)CC1=CCC1C2CCC2(C)C(O)CCC12 (stereo not drawn),115
CC(=O)N1N=C(c2ccc(Cl)cc2)CC1c1c(C)nn(-c2ccccc2)c1N1CCOCC1 (stereo not drawn),101
COC1=CC(=O)c2nc(Cl)ccc2C1=O,-30*
Nc1ccc(S(=O)(=O)Nc2ccccc2)cc1,107
O=C(CSc1nc2ccc([N+](=O)[O-])cc2[nH]1)Nc1ccc(F)c(Cl)c1,11
CCOC(=O)c1cc(OCC)c2c(ccc3cc(OC)ccc32)n1,89
COc1ccc(NC(=O)Nc2cnn(-c3ccc(S(N)(=O)=O)cc3)c2-c2ccc(OC)cc2)cc1,115
O=C(CSc1nc2sc3c(c2c(=O)n1-c1ccccc1)CCCCC3)N/N=C/c1ccc(O)cc1,102
NC(=O)NCO,97
CCC(C)C1(CC)C(=O)NC(=S)NC1=O (stereo not drawn),84
CC1=C([Se]CC(OC(=O)[C@@H](CSSC(C)(C)C)NC(=O)C(C)(C)C)C(=O)NCCCCCC(=O)OCc2ccccc2)C(=O)c2ccccc2C1=O (stereo partly drawn),-24*

# The last three records of the part above lead into the next:
SMILES,HL-60(TB)
NC(=O)NCO,97
CCC(C)C1(CC)C(=O)NC(=S)NC1=O (stereo not drawn),84
CC1=C([Se]CC(OC(=O)[C@@H](CSSC(C)(C)C)NC(=O)C(C)(C)C)C(=O)NCCCCCC(=O)OCc2ccccc2)C(=O)c2ccccc2C1=O (stereo partly drawn),-24*
CC1(C)CC(=O)C2=C(C1)N(c1ccc(OC(F)(F)F)cc1)C(N)=C(C#N)C2c1cccc(Br)c1 (stereo not drawn),86
Cc1ccc2c(c1)=C/C(=C\N(O)c1ccccc1)C(=O)N=2,90
CN(C)CCOC(=O)Nc1c(Cl)cccc1Cl,106
COC(=O)[C@@]1(/C=C/c2ccccc2)C(=O)N(c2ccc(OC)cc2)[C@@]1(C(=O)OC)c1ccc(Cl)cc1,70
O=C1c2ccccc2C(=O)c2sc(Nc3ccc(Cl)cc3)nc21,-11*
CC=C1C=C(C(C)(C)C)C(=O)C(C(C)(C)C)=C1,105&111
O=C(O)CC1S/C(=N/N=C/c2ccc3c(c2)OCCO3)NC1=O (stereo not drawn),103
[C-]#[N+]c1c(-c2ccc(OC)cc2)cc(-c2ccc(Cl)cc2)[nH]c1=O,87
Cc1occc1-c1nnc(SCC(=O)c2ccc(NC(=O)CC(C)C)cc2)o1,98
COc1cc2cc(Sc3ccc(NC(=O)c4ccccc4)cc3)c(C)nc2cc1OC,102
O=C(/C=C/c1ccc(-c2ccccc2)cc1)c1nc2ccccc2n1Cc1ccc(Br)cc1,35
O=C(Cn1nncc1CN1C(=O)CSC1=O)Nc1ccccc1,99
O=[N+]([O-])c1[nH]cnc1Br,99&114&113
COc1ccc(OC)c2c(=O)cc(C)[nH]c12,91
Nc1nc(N)c(-c2ccc(Cl)cc2)c(C=O)n1,94
Cc1ccc(S(=O)(=O)NNC(=O)C(C)(C)C)cc1,99
Cc1ccccc1N(C=O)c1ccccc1C,89
CCC(=C(c1ccc(OCCN2CCCCCC2)cc1)c1ccc(OCCN2CCCCCC2)cc1)c1ccc(Cl)cc1,-39*
CCN(Cc1ccccc1)C(=O)C1CCNCC1,96
Cc1cc(=O)oc2cc3occ(CCNC(=O)c4ccccc4C(=O)O)c3cc12,108

# Copied from the list:
# HL-60(TB), CCOc1ccc(N2C(=O)S/C(=C3/SC(=O)N(c4ccc(OCC)cc4)C3=O)C2=O)cc1 → 98
# HL-60(TB), O=C(O)Cc1cnnn1-c1ccccc1 → 89
# HL-60(TB), C/C=C/C(=O)OC1CCCC1 → 108
# HL-60(TB), Cc1cc(CSc2ccccc2C(=O)N2CCN(Cc3nc4ccccc4s3)CC2)no1 → 26
# HL-60(TB), CONC(=O)C1CN(c2cccc(Cl)c2)N(c2cccc(Cl)c2)C1=O (stereo not drawn) → 96

# (listing goes on)
SMILES,HL-60(TB)
NC(CSC(c1ccccc1)(c1ccccc1)c1ccc2c(c1)OCO2)C(=O)O (stereo not drawn),-26*
C/C=C(\C)C(C(=O)NC1CCCCC1)N(C(=O)C1CCc2cc(F)ccc2O1)c1ccc(Br)c(C(F)(F)F)c1 (stereo not drawn),88
COC(=O)CN(CC(=O)OC)C(=O)c1ccccc1,112
CCOC(=O)CSCCC#N,118
COc1cc(NCC(=O)Nc2cc(Nc3ccc(C)cc3)ncn2)c(Cl)c(OC)c1Cl,77
O=C(NCCCCCCCNC(=O)OCc1ccc2c(Cl)cc(Cl)c(O)c2n1)OCc1ccc2c(Cl)cc(Cl)c(O)c2n1,-46*
CCOP(=O)(OCC)ON1C(=O)c2cccc3cccc(c23)C1=O,89
CCCC1=C(C(=O)OCC)C(c2cccc(C#N)c2)C(C(=O)OCC)=C(CCC)N1,107
O=C1/C(=C/C=C/c2ccco2)SC(=S)N1c1ccccc1,52
COc1ccc(NC(=O)c2sc3nc(C)c(C(=O)/C=C/c4cccc(OC)c4)cc3c2N)cc1,34
Cc1ccc(Nc2ncnc3c2c(C)nn3-c2ccc(Cl)cc2)cc1,95
COc1cc(-c2nc(-c3nnc(-c4ccc(F)c(Cl)c4)o3)c3ccccn23)cc(OC)c1OC,56
CC(Nc1nc(Cl)nc2ccccc12)c1ccccc1 (stereo not drawn),83
COC(=O)c1nc2c(cnn2-c2nnc3n(-c4ccccc4)c(=O)/c(=C\c4ccc(OC)cc4)n23)c(N)c1C(=O)OC,114
CN[C@@H](C)C(=O)N[C@H]1CCS[C@H]2CC(C)(C)[C@@H](C(=O)N[C@H]3c4ccccc4C[C@H]3OCC#CC#CCO[C@@H]3Cc4ccccc4[C@@H]3NC(=O)[C@H]3N4C(=O)[C@@H](NC(=O)[C@H](C)NC)CCS[C@H]4CC3(C)C)N2C1=O,-47*
COc1ccc2sc3c(Cl)nc4ccccc4c3c(=O)c2c1,104
CNC(=O)c1cc(Oc2ccc3nc(NC(=O)NCCCN4CCCC4)sc3c2)ccn1,103
C/C(=N\N=C1/NC(=O)CS1)c1nnn(-c2ccc([N+](=O)[O-])cc2)c1C,102
C=CC(CCl)OC(=O)Nc1cccc(Cl)c1 (stereo not drawn),101
CCCCCC(C)N(C)C(=O)CNCC(C)C (stereo not drawn),97
CCCn1c(-c2cccc(OCCCCl)c2)nc2c1c(=O)n(C)c(=O)n2C,88
CCOCC(C)C(CC(=O)OCC)(OCC)OCC (stereo not drawn),102
C=CCn1c(SCC(=O)Nc2ccc(C(C)=O)cc2)nnc1-c1cc(-c2ccc(S(N)(=O)=O)cc2)nc2ccccc12,89
c1ccc2cc3c(Nc4ccc(N5CCOCC5)cc4)ccnc3cc2c1,99
CC(=O)Nc1ccc(-n2cnc3cc(-c4ccc(O)cc4)ccc32)cc1,95
